Lipid droplet: hepatic lipid droplet formation modulation | AML12 mouse hepatocytes, oleate lipid droplets, BODIPY imaging | inhibition, % at 6.5 µM | hit rate 0.4% among 240,000;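 active = lipid droplet intensity inhibited by at least 50%, with more than 500 cells counted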
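Material – mouse AML12 hepatocyte cell line, fixed after treatment · Compound dosing – one dose, 6.5 µM compound · Times – compound with oleate, overnight · Measured by – Image-based BODIPY and DAPI two-channel analysis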
Autophagy mod: alters autophagy in cells | MEF GFP-LC3 puncta imaging; test concentration mostly 10 µM | calls only at 10 µM (by protocol) | hit rate 0.98% among 190,000 | AID 463193;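 active = percentage of spot-positive cells more than 3 SD above its plate mean, without a fluorescence outlier flag or 80% toxicity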;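 also: spot-positive cell cutoff set from DMSO-treated cells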
WT yeast gro inh: growth inhibition of WT yeast, mitochondrial fusion screen. mitochondrial fusion phenotypic screen, WT strain. inhibition, % at 10 µM. hit rate 2.1% among 190,000. AID 1362; in the data active = inhibition above about 58%; tested in S. cerevisiae
bCat nuc transl: modulators of beta-catenin nuclear translocation | HeLa beta-catenin nuclear translocation, immunofluorescence imaging | nuclear translocation activity, % at 5 µM | hit rate 0.3% among 190,000 | AID 1665;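 active = nuclear translocation activity above 50% at 5 µM, with a well cell count of 50 or more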;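 also: per-cell ratio of nuclear to cytoplasmic median beta-catenin stain intensity; plate controls were DMSO negative control for no effect and GSK-3 inhibitor IX positive control for full effect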
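System: HeLa cells, endogenous beta-catenin; compound dosing: 5 µM primary single dose, 0.1% DMSO, 0.02–20 µM confirmation series; incubation: 24 h compound exposure at 37°C, 5% CO2; signal: beta-catenin immunofluorescence imaging with DAPI; evaluation: % activation, nuclear-to-cytoplasmic median beta-catenin signal ratio per cell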
Dynein cargo inh: blocks dynein driven cargo transport along microtubules. 3617.4 mouse cells, GR-EGFP nuclear translocation imaging; test concentration mostly 20 µM; stimulated with dexamethasone, 1 µM; stronger effect = lower value. z-score, hits read low. hit rate 0.47% among 220,000;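 active = plate z-score of nuclear minus cytoplasmic receptor signal below a set negative limit, without overly bright fluorescence or cell loss, cut at about -3.5 in these data, passing the limit was not always enough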;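 also: z-score of nuclear minus cytoplasmic ring GR-EGFP intensity difference per well; some compounds called inactive have numbers as strong as hits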
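Also added – dexamethasone, 1.0 µM final · Buffer or medium – tet-free, stripped-serum medium · Schedule – induction 48 h, compound 1 h, agonist 30 min · Detection – formaldehyde fixation, Hoechst nuclear stain, 10x automated fluorescence imaging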
MT stabilize HCS: stabilizes microtubules in HeLa cells. HeLa tubulin immunostaining HCS, 24 h; share of cells brighter than vehicle mean+2SD. AID 2205. hit rate 0.83% among 200,000. % tubulin-high responders, % at 10 µM;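 active = plate Z-score above 3 for both tubulin-high and condensed-nucleus cell shares, with cell loss under 80%, at 10 µM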;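 also: anti alpha tubulin signal scored within the nucleus-defined area of each cell; some results filed as inactive read as strong as hits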
XIAP displacement: small molecules displacing peptide from XIAP – biochemical, IAP family, fluorescence polarization (AID 1018); XIAP BIR domain, fluorescence polarization peptide displacement; higher % means a stronger effect; displacement, % at 20 µM; hits with a dose series show IC50 in µM; hit rate 0.007% among 200,000; in the data active = displacement above about 50%; also: a part of the inactive calls stands beside numbers as strong as those of hits
CSM14.1 death rescue: protection against thapsigargin-triggered cell killing – 384-well, CSM14.1, ATP luminescence, primary screen (AID 1222); CSM14.1 thapsigargin-induced death rescue, ATP luminescence; higher % means a stronger effect; one-dose cellular ATP content (survival), % at 20 µM; EC50 in µM for titrated hits; 190,000 tested, under 10 active;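 active = EC50 below 50 µM in the dose-response confirmation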;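 also: death triggered by thapsigargin at about 15 µM added after 2 h compound pretreatment; cell ATP read after overnight thapsigargin exposure of roughly 18 to 22 hours; normalized against plate controls of thapsigargin alone and 5% DMSO vehicle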
Insulin prom up: MIN6 insulin promoter up-regulation. z-score at 5 µM. hit rate 0.3% among 190,000. MIN6 insulin promoter-GFP reporter, high-content imaging; stronger effect = higher value. AID 1625;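 active = z-score above 3 at 5 µM with at least 500 cells counted in the well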
WT yeast gro inh mutant strain: second read-out of WT yeast gro inh, no call of its own (marks repeat the call); inhibition, %; mitochondrial fusion phenotypic screen, mutant strain inhibition
Dynein cargo inh cytoplasmic EGFP: also measured in Dynein cargo inh; calls as there; z-score; measured here: cytoplasmic GR-EGFP intensity; stronger effect = higher value
Dynein cargo inh nuclear GR-EGFP: second read-out of Dynein cargo inh, no call of its own (marks repeat the call); z-score; measured here: nuclear GR-EGFP intensity;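 lower value marks the stronger effect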
Dynein cargo inh cell count: second read-out of Dynein cargo inh, no call of its own (marks repeat the call); z-score; measured here: cell count per field
Insulin prom up cell count: recorded beside Insulin prom up, whose call it bears; cell count; measured here: cytotoxicity, nuclei count;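 total cells summed across four imaged fields per well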
Lipid droplet cells 6.5 µM: also measured in Lipid droplet; calls as there; cell count; measured here: cell count, cytotoxicity flag;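 cells counted across two imaged fields per well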
bCat nuc transl cell count 5 µM: further read-out of bCat nuc transl, marked with its call; cell count; measured here: cell count, cytotoxicity flag
MT stabilize HCS Hoechst-high %: second read-out of MT stabilize HCS, no call of its own (marks repeat the call); % Hoechst-high responders; measured here: nuclear condensation Hoechst responders;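 share of cells brighter than vehicle mean plus two SD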
MT stabilize HCS cytotoxicity %: also measured in MT stabilize HCS; calls as there; toxicity, %; measured here: cytotoxicity by cell density;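 0% = mean cell density of plate MIN control wells and 100% = no cells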
Autophagy mod cell loss 18 h: recorded beside Autophagy mod, whose call it bears; toxicity, %; measured here: cell loss, nuclei count;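 cell loss after 18 h compound exposure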
An asterisk follows results filed as active; i = inactive; · = not tested or not shown. Not a hit list; about 4% have a hit in one of these screens.

SMILES | Lipid droplet | Lipid droplet cells 6.5 µM | Autophagy mod | Autophagy mod cell loss 18 h | WT yeast gro inh | WT yeast gro inh mutant strain | bCat nuc transl | bCat nuc transl cell count 5 µM | Dynein cargo inh | Dynein cargo inh cytoplasmic EGFP | Dynein cargo inh nuclear GR-EGFP | Dynein cargo inh cell count | MT stabilize HCS | MT stabilize HCS Hoechst-high % | MT stabilize HCS cytotoxicity % | XIAP displacement | CSM14.1 death rescue | Insulin prom up | Insulin prom up cell count
OCCN1CCN(C(c2cccs2)c2ccc3cccnc3c2O)CC1 (stereo not drawn) | · | · | · | · | 1 | 13 | -0.1 | 1378 | 0.88 | -0.13 | 0.8 | -0.5 | 6.8 | 2.1 | 5.7 | -1.8% | -1.9% | 0.01 | 1468
CCN(CC(O)Cn1c2ccccc2c2ccccc21)S(=O)(=O)c1ccc(F)cc1 (stereo not drawn) | 5 | 815 | i | -9 | 65* | 33* | · | · | 0.62 | -0.17 | 0.59 | -0.78 | 3.0 | 1.4 | 9.0 | -3.1% | -1.4% | 0.05 | 972
CC(=O)c1ccc(N2CCN(C(=S)Nc3cccc(Cl)c3)CC2)cc1 | 4 | 633 | i | 7 | 8 | 3 | · | · | 1.5 | -0.24 | 0.4 | -0.52 | 3.2 | 1.2 | 0.5 | -3.3% | -1.2% | 0.01 | 1246
CC(N)C12CC3CC(C1)CC(C(C)N)(C3)C2 (stereo not drawn) | 2 | 726 | i | -4 | 0 | -1 | · | · | 1.4 | -0.24 | 0.89 | -0.56 | 3.6 | 2.0 | 6.3 | -3.7% | -2.1% | 0.48 | 1309
CC(C)(C)SCCNC(=O)Nc1ccccc1 | 8 | 662 | i | -4 | 10 | 17 | -0.6 | 576 | 0.67 | -0.035 | 1.2 | -2.3 | 2.7 | 2.2 | 2.5 | -5.2% | -0.7% | -0.56 | 1357
CCOC(=O)c1sc(NC(=O)COC(=O)CNC(=O)C2CCCCC2)c(C(=O)OCC)c1C | 29 | 659 | i | 10 | 5 | 1 | -3.7 | 1102 | 0.47 | -0.24 | 0.43 | -0.42 | 2.2 | 1.4 | 0.2 | -5.7% | 2.6% | -0.51 | 1406
O=C(COC(=O)CCc1nc2ccccc2s1)NC(=O)NCc1ccco1 | -20 | 761 | i | 3 | -11 | -6 | -1.0 | 1082 | 0.84 | -0.076 | 0.76 | -1.5 | 2.1 | 2.5 | 9.1 | -2.5% | -0.5% | -0.42 | 1058
CCOc1ccccc1NC(=O)N1CCCC1C(=O)Nc1ccc(-n2cnnn2)c(C)c1 (stereo not drawn) | 74* | 807* | i | 11 | 5 | 2 | -3.6 | 1173 | -0.73 | -0.19 | 0.18 | 0.9 | 3.4 | 2.1 | 8.6 | -6.7% | 3.9% | -0.38 | 935
NS(=O)(=O)c1ccc(N/C=C\C(=O)c2ccc(F)cc2)cc1 | 12 | 709 | i | 5 | 3 | -9 | 1.7 | 1058 | -0.38 | -0.28 | -0.7 | 0.49 | 3.1 | 2.2 | 11 | -5.5% | 0.6% | -1.2 | 1342
CN=C1S/C(=C\c2cn(CC(=O)OC)c3ccccc23)C(=O)N1C | 1 | 690 | i | -4 | 8 | -5 | -4.0 | 1085 | -0.31 | -0.25 | -0.13 | -0.059 | 2.4 | 3.3 | 6.6 | -4.2% | -2.0% | 0.6 | 1508
Cc1ccc(Cl)c(OCCCCN(C)Cc2ccccc2)c1 | · | · | i | 6 | 10 | 0 | -1.1 | 1323 | -0.36 | -0.18 | -0.28 | 0.26 | 2.0 | 1.4 | 6.0 | -1.1% | -1.4% | -2 | 1091
COc1ccc(C)cc1S(=O)(=O)N1CCC(C(=O)N2CCOCC2)CC1 | -11 | 718 | i | 1 | -5 | 4 | · | · | -0.047 | -0.29 | -0.1 | -0.32 | 1.6 | 1.8 | 5.8 | 0.8% | -0.1% | · | ·
CCCn1c(N)c(NCCN2CCOCC2)c(=O)[nH]c1=O | 16 | 700 | i | -19 | 4 | -23 | -7.9 | 1136 | 0.1 | -0.19 | 0.12 | 0.069 | 3.2 | 2.8 | 6.7 | -1.7% | -1.1% | · | ·
O=C(NCc1ccccn1)c1c(O)c2c([nH]c1=O)CCCC2 | · | · | i | 4 | 20 | 24 | -2.2 | 1110 | 0.13 | -0.22 | 0.21 | -0.17 | 1.4 | 2.1 | 9.7 | -11% | -1.7% | 0.62 | 1162
CCN(CC)S(=O)(=O)c1ccc(C(=O)OCC(=O)NCCN2C(=O)CSC2=O)cc1 | 6 | 700 | i | 16 | -5 | 5 | -5.8 | 1151 | -0.51 | -0.29 | 0.018 | -0.049 | 2.5 | 2.0 | 9.1 | -18% | 0.1% | 0.76 | 1153
O=C1NC2C(NC(=O)N2C2CCCCC2)N1C1CCCCC1 (stereo not drawn) | 17 | 671 | i | 0 | -14 | -19 | · | · | -0.72 | -0.27 | -0.17 | -0.15 | 2.0 | 2.5 | 8.6 | -1.7% | -1.6% | -0.99 | 1181
CCOC(=O)Oc1ccc(C(=O)OCCCN(C)C)cc1OC | -1 | 452 | i | -6 | -11 | -9 | -1.5 | 922 | 0.023 | -0.3 | -0.3 | 0.59 | 1.6 | 3.5 | 9.4 | -4.2% | -2.6% | · | ·
COc1ccc(NC(=O)Cn2nc(C(F)(F)F)c3c2CCCC3)cc1OC | -2 | 737 | i | -6 | 2 | -9 | 2.2 | 510 | 0.16 | -0.25 | 0.5 | -0.35 | 2.9 | 2.3 | 7.7 | -12% | -0.9% | · | ·
CC1CCN(C(c2ccc(N(C)C)cc2)c2nnnn2C(C)(C)C)CC1 (stereo not drawn) | 3 | 735 | i | 24 | 33 | 5 | -3.5 | 1076 | -1 | -0.093 | -0.039 | -0.036 | 2.1 | 1.5 | 8.0 | -3.4% | 0.5% | 0.8 | 1242
COc1ccc2c(c1)sc(N)[n+]2Cc1cc(C)cc2cccnc12 | -55 | 421 | i | 49 | 37 | 24 | 114* | 200* | -0.26 | -0.026 | -0.33 | 0.39 | 15* | 21* | 52* | -7.3% | 0.1% | -1.1 | 660
CCc1ccccc1NC(=O)CC1S/C(=N\c2nccs2)N(CC)C1=O (stereo not drawn) | · | · | i | 9 | 30 | -21 | -4.7 | 988 | -0.54 | -0.2 | -0.069 | 0.33 | 5.3 | 1.6 | 7.4 | -5.9% | 3.3% | 0.63 | 1264
Cc1cc2cc(CNC(=S)Nc3ccc(OC(F)F)cc3)ccc2n1C | -1 | 790 | i | 3 | 8 | -11 | -3.4 | 522 | -0.97 | -0.21 | 0.15 | 0.79 | 4.6 | 4.4 | 14 | -4.9% | 22% | 1.2 | 1266
CS(=O)(=O)N1CCN(c2ccc(C(=O)N3CCOCC3)cc2[N+](=O)[O-])CC1 | -2 | 659 | i | 7 | -3 | 5 | 0.6 | 1509 | 0.041 | -0.29 | 0.33 | -0.14 | 3.9 | 1.8 | 8.8 | -2.6% | 0.3% | -0.6 | 1411
CCCCCC(=O)N1CCCC1 | 0 | 757 | · | · | · | · | -1.1 | 1110 | -0.16 | -0.14 | -0.24 | 1.2 | · | · | · | · | · | -0.27 | 1451
CCCc1nc(SCC(=O)N2CCN(c3ccccc3)CC2)c2c(=O)n(C)c(=O)n(C)c2n1 | -13 | 708 | · | · | 0 | -17 | 0.6 | 1088 | -0.58 | -0.036 | -0.24 | -0.07 | 2.7 | 2.4 | 2.4 | -1.6% | 0.4% | 0.15 | 908
COc1cccc(N(CC(=O)NCc2cccnc2)S(C)(=O)=O)c1 | · | · | i | 4 | 17 | -5 | -3.7 | 888 | -0.097 | -0.31 | 0.42 | -0.7 | 4.1 | 2.7 | 8.6 | -4.8% | 0.2% | 0.42 | 1435
CC(C)C(=O)Nc1ccc(C(=O)NC2CCSC2=O)cc1 (stereo not drawn) | · | · | i | 24 | · | · | 1.1 | 911 | -0.92 | -0.2 | -0.45 | 0.38 | 1.1 | 2.7 | 18 | -4.3% | 1.2% | · | ·
CC1=C(C#N)C2(O)C(=O)c3ccccc3C2(O)N1 (stereo not drawn) | 19 | 695 | i | 3 | -10 | -11 | -0.9 | 1121 | -0.11 | -0.22 | 0.045 | -0.38 | 3.0 | 2.6 | 3.7 | -5.5% | 0.9% | -0.26 | 1176
Cc1cccc(-n2c(SCC(=O)NC3CCCC3)nnc2-c2ccoc2C)c1 | -19 | 758 | i | 1 | -13 | -9 | -1.7 | 508 | 2.1 | 0.55 | 1.3 | -1.6 | 3.5 | 2.4 | 2.6 | -7.8% | 3.6% | · | ·

Screens (PubChem BioAssay)
